# PrPC surface inh – cell surface PrPC inhibition, primary TR-FRET screen; P04156; TR-FRET read-out; inhibition, % at 13.8 µM; hit rate 0.43% among 370,000; in the data active means inhibition above about 24%; further: 0% = median of the test wells and 100% = reference compound wells
# PriA SSB inh – blocks PriA binding to SSB C-terminal tail. AID 1272365. hit rate 0.6% among 430,000. inhibition, % at 33 µM. AlphaScreen SSBct-PriA binding, biotinylated peptide; in the data active means inhibition mostly above about 37%, no sharp cut-off; inactive means mostly below about 20%;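 further: plate controls were negative control peptide for no effect and reference peptide for full effect; strong numbers were not always called active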
# CCHFV vOTU inh – CCHFV vOTU protease inhibition; hit rate 0.55% among 370,000; inhibition, % at 11.5 µM; Pep-AMC fluorescence; in the data active means inhibition above about 30%; further: 0% = vehicle wells with enzyme and 100% = no enzyme wells
# 3CLpro inhibitor – SARS-CoV 3CLpro protease inhibition; P0C6X7; inhibition, % at 6 µM; hit rate 0.14% among 290,000; recombinant SARS-CoV 3CLpro, quenched FRET peptide cleavage; in the data active means inhibition above about 12%
# BH1578 lux ind – induces V. cholerae light production without autoinducers | V. cholerae BH1578 lux reporter, luminescence, 6 h | activation, % at 18.7 µM | hit rate 0.16% among 350,000; in the data active means activation mostly above about 9.7%, no sharp cut-off; further: not every result past the cut was called active; inactives centre near 0; reference of the scale not given here
# Rv3671c inh – inhibits the M. tuberculosis serine protease Rv3671c; P9WHR9; inhibition, % at 5.96 µM; hit rate 0.048% among 320,000; in the data active means inhibition above about 38%;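 further: extracellular domain of Rv3671c used as enzyme; 0% = enzyme with DMSO and 100% = no enzyme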
# Target sequence (P9WHR9 whole entry, looked up, the tested form may be a part): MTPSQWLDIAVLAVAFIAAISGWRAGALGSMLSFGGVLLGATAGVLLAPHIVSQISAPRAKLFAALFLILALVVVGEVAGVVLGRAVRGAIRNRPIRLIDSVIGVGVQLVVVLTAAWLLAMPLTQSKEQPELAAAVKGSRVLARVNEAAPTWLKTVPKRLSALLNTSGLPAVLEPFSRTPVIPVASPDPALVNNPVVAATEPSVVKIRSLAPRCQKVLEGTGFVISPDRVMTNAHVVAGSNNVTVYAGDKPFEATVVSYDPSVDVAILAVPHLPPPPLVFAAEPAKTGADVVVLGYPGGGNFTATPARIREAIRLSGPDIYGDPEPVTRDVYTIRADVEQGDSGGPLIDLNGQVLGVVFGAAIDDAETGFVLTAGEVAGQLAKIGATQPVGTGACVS
# TcdB GH inh – blocks C. difficile toxin B glycohydrolase activity | TcdB glycohydrolase enzymatic assay, plate reader | hit rate 0.24% among 350,000 | P18177 | inhibition, % at 9.99 µM | AID 652162; in the data active means inhibition above about 10%
# Y pestis TopoI – Y. pestis Topo-I inhibition via cleavage products; Y. pestis Topo-I cleavage product accumulation, plate reader; activity, % at 10 µM; hit rate 0.064% among 360,000; AID 504884; in the data active means activity above about 50%, passing the limit was not always enough; further: inactives centre near 2
# MazEF act – MazEF (E. coli) toxin RNase activation; activation, % at 20 µM; hit rate 0.32% among 350,000; P0AE70; FAM/BHQ RNA-DNA oligo cleavage fluorescence, 5 h; in the data active means activation above about 50%
# Target sequence (P0AE70 whole entry, looked up): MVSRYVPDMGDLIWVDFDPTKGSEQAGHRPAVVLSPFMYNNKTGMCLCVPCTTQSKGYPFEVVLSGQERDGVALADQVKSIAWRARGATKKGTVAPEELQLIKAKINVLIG
# VHR inh abs – DUSP3 (human) phosphatase inhibition | AID 1654 | recombinant VHR phosphatase, pNPP absorbance | inhibition, % at 13.3 µM | hit rate 0.52% among 290,000 | P51452; in the data active means inhibition above about 50%; further: some compounds called inactive have numbers as strong as hits
# Target sequence (P51452 whole entry, looked up): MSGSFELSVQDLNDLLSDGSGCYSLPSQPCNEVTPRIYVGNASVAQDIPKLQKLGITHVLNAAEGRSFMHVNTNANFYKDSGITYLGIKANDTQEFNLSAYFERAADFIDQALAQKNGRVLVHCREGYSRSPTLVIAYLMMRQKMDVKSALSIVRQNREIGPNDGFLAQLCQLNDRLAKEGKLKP
# * hit, by the source's call; i = inactive; x = not tested or not shown. Not all compounds are listed; count on the stated rates, not on these rows.
Structure,PrPC surface inh,PriA SSB inh,CCHFV vOTU inh,3CLpro inhibitor,BH1578 lux ind,Rv3671c inh,TcdB GH inh,Y pestis TopoI,MazEF act,VHR inh abs
Cc1ccc(C(=O)C[n+]2ccc3ccccc3c2)cc1,-14,-7,-3,-1,i,7,0.7,4,-5,22
OC(c1cccnc1)c1cccs1 (configuration not stated),-2,2,1,-3,-0.3,-3,x,3,4,26
CCOC(=O)/C(C#N)=C1/SC(CC)C(=O)N1c1ccc(C)cc1 (configuration not stated),6,-3,9,0,i,-3,x,2,-5,7
CCc1cc(=O)oc2cc(C)cc(OCC(=O)NC3CC3)c12,7,-31,-20,-5,i,2,-1.8,0,6,7
O=C(CCl)NCc1cc(-c2ccc(Cl)cc2)no1,9,-15,-1,-1,-0.1,1,0.2,1,-2,15
COc1ccc(C2CC(=O)C3=C(C2)Nc2ccccc2N(C(=O)CCC(=O)O)C3c2ccc(F)cc2)cc1 (configuration not stated),-4,-6,6,4,-0.7,-7,-0.2,6,-3,49
CC(C)C(NC(=O)c1ccc(C(C)(C)C)cc1)C(=O)N1CCCC1 (configuration not stated),-1,-11,2,-1,-0.5,5,4.8,5,8,5
O=C(Nc1cccnc1Cl)c1cc2c(s1)-c1ccccc1OC2,7,-9,-60,-2,5.9,-18,0.4,24,18,14
Cc1cc(C(=O)COC(=O)C2CC2)c(C)n1-c1ccc(F)cc1,3,-2,2,1,-1.3,5,1.5,3,4,11
Cc1ccccc1NC(=S)Nc1ccc2cn[nH]c2c1,-1,-2,0,-2,-0.9,10,2.6,7,1,9

# Further compounds:
Structure,PrPC surface inh,PriA SSB inh,CCHFV vOTU inh,3CLpro inhibitor,BH1578 lux ind,Rv3671c inh,TcdB GH inh,Y pestis TopoI,MazEF act,VHR inh abs
CCOC(=O)c1c(NC(=O)Cn2nc(C(=O)O)c3ccccc3c2=O)sc(C)c1C,2,-11,0,3,-0.5,-7,0.3,16,-8,8
Cc1ccc(C(=O)OCn2ncc(Cl)c(Cl)c2=O)cc1,14,-5,-4,3,-2.8,-10,x,6,3,16
CC1CCCCC1NC(=O)/C(C#N)=C/c1ccccc1F (configuration not stated),0,1,-7,2,6.7,-6,-0.3,5,-1,-1
COc1ccc(-n2c(SCC(=O)N3CCCCC3)nc3ccccc3c2=O)cc1,-1,-1,-4,5,-0.4,x,0.3,36,7,-16
O=C(NCCc1c[nH]c2ccccc12)c1cc2sccc2n1Cc1ccccc1,11,4,-7,2,i,-2,x,-3,10,20
COC(=O)C(C)(C)ONC(=O)Nc1ccccc1[N+](=O)[O-],-11,2,-7,6,i,-7,0.8,6,6,14
CCn1c(=O)c(C(=O)CN2CCOCC2)c(N)n(Cc2ccccc2)c1=O,-1,-16,-5,-2,-0.4,-5,x,2,4,15
CCOC(=O)c1[nH]c(C)c(CCC(=O)OC)c1C,5,-15,4,-1,-0.7,-8,x,2,2,-1
Cc1nc2ccc(S(=O)(=O)N(C)CC(=O)NCCc3ccccc3)cc2s1,-1,-4,-9,8,-0.7,0,0.0,3,-11,8
CCOc1ccccc1NC(=O)Cn1c(=O)n(-c2ccc(OC)cc2OC)c(=O)c2c(C)c(C(=O)N(CC)CC)sc21,-8,8,-12,5,i,-5,1.1,16,11,7

# Next section:
Structure,PrPC surface inh,PriA SSB inh,CCHFV vOTU inh,3CLpro inhibitor,BH1578 lux ind,Rv3671c inh,TcdB GH inh,Y pestis TopoI,MazEF act,VHR inh abs
O=C(CN(c1cccc(C(F)(F)F)c1)S(=O)(=O)c1ccc(Cl)c([N+](=O)[O-])c1)NCc1ccccc1,-4,7,-12,2,-0.6,-10,x,3,10,5
CC(=O)OC1CC(C)(C)N(OC(=O)c2ccc(N)cc2)C(C)(C)C1,-6,-12,-1,5,-0.2,5,x,-1,6,13
Nc1ccc(C(=O)NN2C(=O)[C@H](Cl)C2c2ccc(Cl)cc2)cc1 (some centres not stated),-8,-21,0,x,-0.8,x,0.2,-7,-20,x
COc1ccccc1C1CCN(C(=O)c2cccs2)CC1,-3,-12,8,0,-0.4,-6,7.0,4,-5,9
COc1cccc(C(=O)Nc2nnc(S(=O)(=O)N3CCCCC3)s2)c1,1,-7,-2,3,-0.2,-3,4.5,-1,7,10
O=C1CC(C(=O)Nc2ccc(Cl)c(Cl)c2)S/C(=N\N=C\c2ccco2)N1 (configuration not stated),6,x,-4,-2,-0.4,-66,-0.7,4,-20,0
CCN1C(=O)[C@H]2[C@@H](c3ccc(C(F)(F)F)cc3)N[C@]3(CCCN(Cc4ccccc4)C3=O)[C@H]2C1=O,6,x,5,x,2.4,x,1.8,7,-1,x
Cc1ccc(N2CN(Cc3cccnc3)CNC2=S)c(C)c1,-4,-11,-1,5,-0.2,1,x,1,0,21
O=C(COC(=O)CC1CC2CCC1C2)Nc1ccc(Cl)c(S(=O)(=O)N2CCOCC2)c1 (configuration not stated),1,-2,17,x,-1.1,-15,2.8,-6,5,x
O=Cc1cccn1-c1ncc(Br)cn1,0,5,-6,-1,0.5,9,0.5,5,2,20

# Next section.
Structure,PrPC surface inh,PriA SSB inh,CCHFV vOTU inh,3CLpro inhibitor,BH1578 lux ind,Rv3671c inh,TcdB GH inh,Y pestis TopoI,MazEF act,VHR inh abs
CCn1cc(C(=O)N2CCCC2)c(=O)c2cc(S(=O)(=O)N(C)C)ccc21,-1,-9,7,-1,-0.2,2,1.0,-2,1,-14
O=C(C1=COCCO1)N1CCN(S(=O)(=O)c2cccc(Br)c2)CC1,1,1,9,x,-2.7,-4,1.0,4,9,x
CN[C@H]1C[C@H]2c3[nH]c4ccccc4c3CCN2C(=O)[C@H]1[C@H](C)O,-9,x,-100,x,i,x,0.7,3,2,x
CN(Cc1ccccc1)C(=O)c1ccccc1NC(=O)C1CC1,0,0,3,-3,-0.2,0,-0.1,2,-1,28
CC(=O)c1ccc(N2Cc3ccccc3/C2=N\C(=O)Nc2ccccc2)cc1,2,x,-2,-1,-0.2,0,x,-1,4,12
Nc1c2c(nc3sc4c(c13)CCCCC4)CCCC2,-5,5,-5,-3,4.9,9,2.6,3,5,1
CC(=O)Oc1cccc(N2C(=O)c3ccc(C(=O)Nc4cccnc4)cc3C2=O)c1,13,-7,12,1,-1.1,5,-0.7,-10,4,13
O=C(CSc1nnc(-c2ccc(S(=O)(=O)N3CCCC3)cc2)n1CC1CCCO1)NC1CC1 (configuration not stated),3,-7,10,6,0.3,3,x,-6,7,21
COc1ccc(C2CC(c3ccccc3)=NN2c2ccc(S(N)(=O)=O)cc2)cc1OC (configuration not stated),-2,-27,-336,6,i,6,0.0,12,0,15
CC(C)(C)OC(=O)C[C@@H]1C/C=C\C[C@@H](CC(=O)N(CCO)Cc2ccccc2)C(=O)N[C@H](Cc2ccccc2)COC1=O,-7,0,5,x,-0.5,-3,0.2,10,4,x

# (next part)
Structure,PrPC surface inh,PriA SSB inh,CCHFV vOTU inh,3CLpro inhibitor,BH1578 lux ind,Rv3671c inh,TcdB GH inh,Y pestis TopoI,MazEF act,VHR inh abs
O=C(c1ccc2ccccc2n1)N1CCN(S(=O)(=O)c2ccc(Cl)cc2)CC1,-3,-6,-14,x,3.3,4,0.9,35,1,x
C/C(Cc1ccccc1)=N\NC(=O)c1ccc(F)cc1,7,x,-1,3,-2.7,0,0.5,-2,3,-4
COc1ccc2nc(NC(=O)C(NS(=O)(=O)c3cccc4nsnc34)C(C)C)sc2c1 (configuration not stated),-13,-12,2,2,-0.2,0,1.0,-4,19,11
CC1CCCC(C)N1C(=O)CSc1nc(N)cc(N)n1 (configuration not stated),4,-9,11,1,-0.2,7,-7.1,2,-10,12
COc1cccc(N(CC(=O)NCCSc2ccccn2)S(C)(=O)=O)c1,1,-5,-3,1,-0.2,6,x,-7,4,-16
COc1ccc(NC(=O)Cn2cnc3c(oc4nc5c(cc43)COC(C)(C)C5)c2=O)cc1,-3,-10,-3,2,i,-6,1.6,3,3,13
Cc1ccccc1S(=O)(=O)NC(=O)C1(C)CCN1C(=O)C1(c2ccccc2)CC1 (configuration not stated),-1,x,4,x,-0.3,x,1.0,-3,x,x
C[N+](C)(C)CCCCCC(=O)/C=N/O,-10,x,5,4,i,2,1.4,11,6,-13
Cc1c(C(=O)O)sc(S(=O)(=O)N2CCN(C(=O)CCc3ccccc3)CC2)c1C(=O)O,-2,0,11,x,-5.6,x,-0.3,2,-9,x
COC(=O)C1=C(O)/C(=C\c2ccc(OCC(=O)Nc3ccccc3)cc2)N=C1C,-5,1,5,0,i,-4,-0.4,5,7,-26

# A second format for some results above.
# Order of results – PrPC surface inh	PriA SSB inh	CCHFV vOTU inh	3CLpro inhibitor	BH1578 lux ind	Rv3671c inh	TcdB GH inh	Y pestis TopoI	MazEF act	VHR inh abs
- CC(=O)c1ccc(N2Cc3ccccc3/C2=N\C(=O)Nc2ccccc2)cc1
 : 2	x	-2	-1	-0.2	0	x	-1	4	12
- CN(Cc1ccccc1)C(=O)c1ccccc1NC(=O)C1CC1
 : 0	0	3	-3	-0.2	0	-0.1	2	-1	28
- COc1cccc(N(CC(=O)NCCSc2ccccn2)S(C)(=O)=O)c1
 : 1	-5	-3	1	-0.2	6	x	-7	4	-16

# Remaining list, next part:
Structure,PrPC surface inh,PriA SSB inh,CCHFV vOTU inh,3CLpro inhibitor,BH1578 lux ind,Rv3671c inh,TcdB GH inh,Y pestis TopoI,MazEF act,VHR inh abs
O=C(O)c1ccccc1CSc1nc2ccccc2o1,7,-11,9,6,i,-5,-1.5,2,-1,19
CCCCc1ccc(S(=O)(=O)NC(=O)C2(C)CCN2C(=O)c2cccc(F)c2)cc1 (configuration not stated),6,x,4,x,i,x,-1.0,-5,x,x
CSc1ccc(CN2CCN(Cc3ccccc3)C(CCO)C2)cc1 (configuration not stated),-8,1,-4,-3,-1.5,1,-0.6,18,1,17
CCC1SC2=NC(C)=C(C(=O)OC)C(c3cccs3)N2C1=O (configuration not stated),-2,-1,12,-7,i,-2,x,5,9,3
Cc1c(/C=C/C(=O)c2ccc(O)cc2)cnn1C,2,-4,12,1,-0.5,-2,x,-5,3,30
CCOc1ccc(CC(=O)NNC(=S)NCCc2ccccc2)cc1,9,4,11,1,i,-3,-0.5,-4,4,22
CC(C)Cn1c(N)c(C(=O)COC(=O)C2CC(=O)N(c3ccc4c(c3)OCCO4)C2)c(=O)n(C)c1=O (configuration not stated),13,-11,-4,x,1.4,-9,-2.5,19,-4,x
COc1ccccc1S(=O)(=O)Cc1ccc(C(=O)N2CCN(c3ccccc3)CC2)o1,12,3,7,-4,-0.2,-1,x,23,-11,17
Cc1cc(C)c(S(C)(=O)=O)c(Sc2ccc(Cl)cc2)n1,-6,-14,-5,5,i,0,x,1,-3,12
COC(=O)Cc1c(C)c2c(O)cc(C)cc2oc1=O,-1,-10,-12,0,i,-2,x,-2,-2,4

# Other compounds
Structure,PrPC surface inh,PriA SSB inh,CCHFV vOTU inh,3CLpro inhibitor,BH1578 lux ind,Rv3671c inh,TcdB GH inh,Y pestis TopoI,MazEF act,VHR inh abs
Cn1c(-c2ccc(Br)cc2)cnc1NCc1cccnc1,1,-9,-1,1,i,-8,x,6,-14,6
CS(=O)(=O)N(CC(=O)N1CCC(C(N)=O)CC1)c1cc(C(F)(F)F)ccc1Cl,8,-23,3,3,0.4,3,-1.0,7,8,4
Oc1ccc(/C=N/Nc2ncnc3nc[nH]c23)cc1,2,x,9,2,-3.7,9,10*,-11,17,25
COc1ccc(-c2csc(NC(=O)CSc3nc(C)nc4sc(C(=O)O)c(C)c34)n2)cc1,6,11,-5,5,i,-11,0.7,-12,-30,48
CCn1cc(C(=O)N(C)CC(OC)OC)c(=O)c2cc(S(=O)(=O)N3CCOCC3)ccc21,-3,-16,6,-5,i,-5,2.5,3,-1,15
CCOC(=O)c1cc(-c2ccncc2)nc2c1c(C)nn2C,-17,-28,-21,-2,-0.1,-5,x,-12,0,-13
O=C(COC(=O)c1ccccc1Br)NCc1ccccc1,-8,-3,4,3,3.5,2,x,0,4,0
O=C(/C=C/c1ccc(Cl)cc1)N1CCN(c2ccc(Cl)cc2[N+](=O)[O-])CC1,-3,28,-7,3,8.3,-3,x,5,-2,-7
O=[N+]([O-])C(=C1NCCN1)C(Cl)=C(Cl)Cl,-1,-8,2,-1,0.1,-5,0.4,7,0,2
CCCc1cc(=O)oc2c(CN3CCN(C)CC3)c(O)c(Cl)cc12,-9,-14,-306,x,-0.3,8,x,3,3,-2
Cc1ccc(CN(C)C(=O)CN2C(=O)NC(c3ccccc3)(c3ccccc3)C2=O)c(C)c1,4,17,17,x,-0.7,0,1.7,7,-6,x
